Bioassay records from PubChem BioAssay.
DENV2 CPE – DENV2-induced cell death inhibition; CPE inhibition, % at 9.99 µM; DENV2-infected cells, cytopathic effect rescue, plate reader; 350,000 compounds, 1.7% hits; in the data active means CPE inhibition above about 20%, passing the limit was not always enough; inconclusive means no clear call, values can overlap the other calls; tested in BHK-21 cells;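 further: 0% = median of neutral control wells and 100% = median of positive control wells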
ERp5 inh – ERp5 (human) disulfide isomerase inhibition; 350,000 compounds, 0.05% hits; inhibition, % at 9.99 µM; ERp5 insulin aggregation, absorbance 650 nm, 90 min;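 active means mean replicate inhibition above about 25%, with every replicate also reaching it, limit read from the data, passing the limit was not always enough; inconclusive means only one of those two criteria met; inactive means neither criterion met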
SIRT5 block – blocks human SIRT5 desuccinylation of peptide; 330,000 compounds, 1.1% hits; AID 652115; Purified SirT5, succinyl-peptide AMC, trypsin-coupled fluorescence; inhibition, % at 15 µM; Q9NXA8; in the data active means inhibition above about 15%; inconclusive means no clear call, values can overlap the other calls
Target sequence (Q9NXA8 whole entry, looked up): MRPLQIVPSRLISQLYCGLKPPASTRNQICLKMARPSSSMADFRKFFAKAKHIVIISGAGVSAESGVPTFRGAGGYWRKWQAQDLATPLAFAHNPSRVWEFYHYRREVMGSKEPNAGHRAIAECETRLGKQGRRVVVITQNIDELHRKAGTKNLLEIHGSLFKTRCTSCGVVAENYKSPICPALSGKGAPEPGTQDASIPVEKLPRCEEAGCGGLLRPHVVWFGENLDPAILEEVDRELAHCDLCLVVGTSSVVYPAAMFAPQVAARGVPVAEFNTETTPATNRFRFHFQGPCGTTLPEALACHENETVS
Statin myotox sup – suppression of simvastatin myotoxicity; C2C12 myotubes + simvastatin, ATP luminescence, 48 h; scaled: DMSO 0, geranylgeraniol control 100; rescue of ATP level, % at 7.49 µM; 330,000 compounds, 0.78% hits; AID 602340;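 active means mean ATP rescue above about 67%, or every replicate alone reaching that limit, limit read from the data, passing the limit was not always enough; inconclusive means no clear call, values can overlap the other calls; inactive means mean under the limit and some replicate under it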;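 further: myotubes were challenged with 10 µM simvastatin during compound exposure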
S100A4 MyoIIA – S100A4-myosin IIA interaction inhibition; P26447; S100A4/TAMRA-MyoIIA peptide fluorescence polarization; inhibition, % at 10.7 µM; 360,000 compounds, 0.14% hits;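 active means mean inhibition of at least 70% across replicates, with every replicate also reaching that level; inconclusive means mean inhibition reaches 70% but some replicates fall short; inactive means mean inhibition below 70%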
Target sequence (P26447 whole entry, looked up): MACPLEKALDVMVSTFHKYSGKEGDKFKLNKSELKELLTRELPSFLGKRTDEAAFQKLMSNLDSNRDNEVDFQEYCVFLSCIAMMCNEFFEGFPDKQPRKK
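Assay system: human S100A4 monomer with TAMRA-labelled myosin IIA peptide / Buffer or medium: Calcium-containing HEPES buffer, pH 7.2 / Reagent: TAMRA-labelled myosin IIA heavy-chain peptide probe, 5 nM / Compound: one dose per compound / Timing: polarization read 5 min after assay mix addition, stable 5–60 min / Benchmarks: neutral control DMSO, positive control TFP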
E-selectin induc – induces E-selectin expression in human endothelial cells. activation, % at 7.58 µM. HUVEC E-selectin immunofluorescence imaging; normalized: neutral wells 0, TNF-alpha wells 100. 260,000 compounds, 0.37% hits. P16581;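 active means mean E-selectin-positive cell signal at least 10% of the positive control, reached in at least 60% of replicates, without over 20% cell loss; inconclusive means no rule given, readout overlaps actives, possibly toxicity-flagged; inactive means the rest, including those meeting only one limit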;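 further: in these data hits start at about 27%; measured in HUVEC primary endothelial cells; signal is the percent of cells scored E-selectin positive by PE staining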
Target sequence (P16581 whole entry, looked up): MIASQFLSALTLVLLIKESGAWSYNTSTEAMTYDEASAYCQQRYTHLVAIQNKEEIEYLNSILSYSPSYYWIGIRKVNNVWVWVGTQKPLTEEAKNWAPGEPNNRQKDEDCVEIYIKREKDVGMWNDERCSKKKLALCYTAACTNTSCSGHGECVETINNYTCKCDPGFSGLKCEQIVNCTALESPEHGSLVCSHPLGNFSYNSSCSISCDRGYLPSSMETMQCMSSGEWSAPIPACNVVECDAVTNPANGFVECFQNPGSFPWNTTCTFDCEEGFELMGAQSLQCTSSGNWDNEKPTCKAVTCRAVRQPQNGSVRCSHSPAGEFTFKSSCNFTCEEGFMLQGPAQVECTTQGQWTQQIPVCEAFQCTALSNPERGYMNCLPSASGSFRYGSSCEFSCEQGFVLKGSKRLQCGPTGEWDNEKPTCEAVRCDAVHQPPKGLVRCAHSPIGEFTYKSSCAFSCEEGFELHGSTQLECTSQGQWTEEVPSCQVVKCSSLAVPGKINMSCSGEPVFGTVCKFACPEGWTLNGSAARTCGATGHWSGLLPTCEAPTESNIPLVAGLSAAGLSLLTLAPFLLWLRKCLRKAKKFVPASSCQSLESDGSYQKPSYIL
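Assay system: HUVEC primary endothelial cells. Input: 3,000 HUVEC seeded per well. Doses: one compound dose added by pin transfer. Read-out basis: % PE-positive cells. Benchmarks: TNF-alpha high, DMSO low. Detection: immunofluorescence imaging. Buffer or medium: EGM-2, gelatin.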
PglD DTNB – inhibitors of Campylobacter jejuni PglD acetyltransferase; purified PglD enzyme, DTNB colorimetric CoA detection; inhibition, % at 12.5 µM; 360,000 compounds, 0.098% hits; in the data active means inhibition above about 16%, passing the limit was not always enough; inconclusive means no clear call, values can overlap the other calls; further: strong numbers were not always called active
Starred values were filed as active, the others as inactive; u = inconclusive; x = no result given; & = joins results of further samples.

SMILES | DENV2 CPE | ERp5 inh | SIRT5 block | Statin myotox sup | S100A4 MyoIIA | E-selectin induc | PglD DTNB
CO[C@H]1CN(C)C(=O)c2ccc(NC(C)=O)cc2OC[C@@H](C)N(Cc2cccc(F)c2)C[C@H]1C | u | -4 | 6 | -41 | 6 | 0.2 | -1
CC(=O)C1=C(O)C(=O)N(c2ccc(O)cc2)C1c1ccccc1 (centres undefined) | 4 | 0 | -1 | 9 | -7 | 0.4 | 1
CNC[C@H]1Oc2ccc(NS(=O)(=O)c3ccccc3)cc2C(=O)N([C@H](C)CO)C[C@H]1C | 5 | 4 | -1 | -1 | 24 | x | 0
COCOc1ccc(C=O)c(O)c1 | -11 | 2 | x | -1 | -9 | x | -6
C=CCNS(=O)(=O)NC(=O)C1=C(N2CCCC2)COC1=O | -15 | 5 | 7 | 10 | -3 | 0.0 | 1
COc1ccccc1-c1c(NC(=O)C(C)C)n(C)c2ccccc2c1=O | 0 | x | -2 | x | 3 | x | x
O=C(COC(=O)/C=C/c1cccc(F)c1)Nc1ncccn1 | 1 | 1 | -4 | x | 8 | 1.1 | -7
C[C@H](NC(=O)[C@H]1[C@H](CO)[C@H]2Cn3c(cccc3=O)[C@@H]1N2Cc1ccccc1)c1ccccc1 | -4 | -2 | 6 | -4 | -6 | -0.2 | -2
C/C(=C/CCC(C)(O)C1CC[C@@]2(C)[C@@H]3CC=C4[C@@H](CC[C@H](O[C@H]5O[C@@H](CO)[C@H](O)[C@@H](O)[C@@H]5O)C4(C)C)[C@]3(C)C(=O)C[C@]12C)CO[C@@H]1O[C@H](CO)[C@@H](O)[C@H](O)[C@H]1O (some centres undefined) | 6 | -4 | 0 | 0 | -3 | 1.7 | 0
Cc1c(Cl)cccc1NC(=O)CCCn1nc([N+](=O)[O-])cc1C | 11 | 1 | -4 | x | 12 | 13 | x
O=C1c2ccccc2C(=O)c2c(/C=C/N3CCCCC3)ccnc21 | 13 | 13 | 1 | x | -5 | -2.3 | x
O=S(=O)(N[C@H]1CC[C@@H](CCn2cc(-c3ccccn3)nn2)O[C@H]1CO)c1cccc(F)c1 | u | -1 | 0 | -6 | -10 | 0.2 | -2
COCCNC(=O)C1(C)CCCN(Cc2cc(-c3ccccc3)on2)C1 (centres undefined) | -2 | -2 | x | -3 | -4 | 0.0 | -2
Cc1nc(SCc2nc3ccc(Br)cc3[nH]2)c2oc3ccccc3c2n1 | 14 | -1 | 1 | 8 | -6 | 0.1 | -4
COc1ccc(S(=O)(=O)N2CC[C@@H]3[C@@H](CO)Nc4ccc(Br)cc4[C@@H]32)cc1 | x | 0 | x | 17 | x | 0.0 | 4
CC=Cc1ccc2n(c1=O)C[C@@H]1[C@@H](CO)[C@H](C(=O)N(C)C)[C@H]2N1Cc1cc(F)ccc1F (mixture of isomers) | -6 | 4 | -17 | -5 | 5 | 0.6 | -5
Cc1cc(C)c(S(=O)(=O)N2CCN(c3ccccn3)CC2)c(C)c1 | 16 | -1 | 11 | 11 | -8 | 0.3 | 0
OC[C@@H]1CN(Cc2ccccc2)C[C@H](n2cnc3c(N4CCOCC4)ncnc32)O1 | -7 | 1 | 1 | -5 | 9 | 0.0 | 6
CCC(C)NC(=O)C(Cc1ccccc1)NS(=O)(=O)c1ccc2c(c1)CCC(=O)N2 (centres undefined) | 0 | 3 | -5 | 2 | -16 | x | 4
CC(C)c1ccccc1-n1cc[nH]c1=S | -1 | -1 | -2 | x | 2 | x | x
O=C(NCCN1CCOCC1)c1ccc(NS(=O)(=O)c2ccccc2)cc1 | -5 | 4 | 8 | 0 | 5 | 0.3 | -4
COC(=O)c1ccc(NS(=O)(=O)c2cc(-c3cc(C)no3)ccc2OC)cc1 | -4 | -2 | -7 | -3 | -3 | 0.4 | 1
Cc1nccn1CCC(=O)Nc1ccc(Cl)cc1 | 5 | 1 | -4 | 6 | 1 | -0.1 | x
O=C(Nc1ccc(NC(=O)C2CC2)nc1)c1ccncc1 | x | -5 | -4 | 9 | -4 | x | 2
O=C(C[C@H]1C[C@@H]2c3cc(NC(=O)Nc4ccc(C(F)(F)F)cc4)ccc3O[C@@H]2[C@@H](CO)O1)NCc1ccccn1 | 2 | 5 | 0 | 12 | -11 | -0.1 | 5
COc1ccc(C(=O)NNC(=O)CCC(=O)Nc2ccc(C)cc2C)cc1 | 3 | 1 | -1 | 2 | 5 | x | 1
COc1ccccc1CNC(=O)c1ccc(N2CCOCC2)c([N+](=O)[O-])c1 | x | 2 | 1 | x | 1 | x | x
C=C1c2nc3ccccc3n2C=C(c2ccc(C)cc2)N1c1ccccc1 | -2 | 2 | 0 | -9 | 3 | 5.3 | x
Cc1nc2ccc(N)nc2nc1C | -2 | -1 | -78 | 2 | -5 | 0.0 | x
COCC#Cc1ccc2c(c1)O[C@@H](CN(C)Cc1ccc3c(c1)OCO3)[C@H](C)CN([C@H](C)CO)S2(=O)=O | u | -2 | 3 | -141 | -1 | 0.0 | -1
COc1ccc(NC(=O)Nc2ccc3c(c2)C(=O)N([C@H](C)CO)C[C@@H](C)[C@@H](CN(C)S(=O)(=O)c2ccc(F)cc2)OCCCC[C@@H](C)O3)cc1 | -5 | 3 | 11 | x | -2 | x | -3
O=C(CSc1nc(-c2ccco2)cc(C(F)(F)F)n1)NCCCN1CCOCC1 | 8 | 0 | 6 | x | -5 | x | x
COc1ccc(/C=C/C(=O)OCC(=O)NCc2ccco2)c(OC)c1 | -2 | 7 | 4 | x | -6 | -0.6 | x
CN(C)CCNc1nc(S(=O)(=O)c2ccccc2)c(Cl)s1 | 1 | 9 | -2 | x | -4 | x | x
O=C(C[C@@H]1CC[C@@H]2[C@H](COC[C@H](O)CN2C(=O)c2ccccc2)O1)Nc1ccc(-c2ccccc2)cc1 | 44* | -3 | 3 | -15 | 2 | 0.3 | 0
CN(C)C(=O)c1ccc(-c2ccc([C@@H]3[C@@H](C#N)N(C(=O)C4CCOCC4)[C@H]3CO)cc2)cc1 | 6 | 1 | -1 | -14 | 4 | -0.2 | 1
C[C@@H]1CN([C@@H](C)CO)S(=O)(=O)c2ccc(Br)cc2O[C@@H]1CN(C)S(=O)(=O)c1ccccc1 | 3 | 3 | -1 | 3 | -4 | -0.2 | -4
Cc1ccc(C)c(N(CC(=O)NC2CCCC2)C(=O)CNC(=O)c2cccs2)c1 | -4 | -1 | -3 | 11 | -2 | 0.1 | 0
N=c1oc2ccccc2cc1C(=O)Nc1ccc(F)cc1 | 3 | 3 | -5 | 3 | -16 | x | -2
C=C(C)Cn1c2ccc(NC(=O)CCc3cccnc3)cc2c(=O)n1C | -8 | 0 | -30 | -1 | -3 | 0.2 | -2
CN(C)CC(=O)N1[C@@H](C#N)[C@H](c2ccc(-c3ccc(C(=O)N(C)C)cc3)cc2)[C@@H]1CO | 5 | 1 | 0 | 1 | 0 | 0.4 | 1
CSc1sc(C(=O)O)c2c1C(=O)CC(C)(C)C2 | -5 | 4 | x | 11 | 20 | -0.1 | 3
O=C(c1ccc(F)cc1)N1CCCCN2[C@H](C1)[C@H](c1ccc(C#CC3(O)CCCC3)cc1)[C@@H]2CO | 42* | -1 | -5 | x | -5 | 0.1 | 3
O=C(O)c1cccc(NC(=O)c2cn(-c3ccccc3)nc2-c2cccc(Br)c2)c1 | -4 | 2 | 16* | 5 | -5 | x | -2
CN(C)c1ccc(/C=N/NC(=O)CCc2nc3ccccc3[nH]2)cc1 | -2 | -1 | -2 | x | -4 | 0.0 | x
CCCC(=O)Nc1ccccc1NC(C)=O | x | x | x | 4 | 0 | -0.1 | 1
CCC(C(=O)Nc1cc(C(=O)Nc2cc(C)ccn2)ccc1Cl)c1ccccc1 (centres undefined) | 1 | -3 | -2 | x | -1 | x | x
CS(=O)(=O)N1CCCCC1c1cc(C(=O)Nc2ccccc2)no1 (centres undefined) | 1 | 3 | x | 22 | 2 | 0.1 | 1
N#C/C(=C\Nc1ccccn1)S(=O)(=O)c1ccc(Cl)cc1 | 1 | -1 | -4 | x | -2 | 2.3 | x
COc1ccc(CN2C(=O)CS/C2=N/N=C/c2ccccc2)cc1 | -7 | 1 | -4 | x | -13 | x | 0
(further entries)
SMILES | DENV2 CPE | ERp5 inh | SIRT5 block | Statin myotox sup | S100A4 MyoIIA | E-selectin induc | PglD DTNB
Cc1ccc(S(=O)(=O)Nc2ccc3c(c2)C(=O)N([C@H](C)CO)C[C@H](C)[C@@H](CN(C)S(=O)(=O)c2cccs2)O3)cc1 | -1 | 4 | 3 | -31 | -1 | -0.1 | -9
CCOC(=O)c1sc(NC(=O)CSC(=S)N2CCN(C)CC2)nc1C | u | x | -2 | x | -3 | x | -2
Cc1onc(C(=O)NCc2ccc(F)cc2)c1[N+](=O)[O-] | 1 | 0 | -1 | x | -4 | x | x
O=C(Nc1nc(-c2ccccn2)cs1)c1cc(Cl)ccc1[N+](=O)[O-] | -14 | 3 | -3 | x | -6 | 3.2 | x
COc1cc(C(=O)Nc2cccc(-c3cn4cccnc4n3)c2)cc(OC)c1OC | 10 | 0 | -16 | -8 | -1 | x | -1
COC(=O)Cc1ccc(NC(=S)Nc2cccc(C)n2)cc1 | x | 2 | -3 | x | 5 | 4.8 | x
COc1ccc(-c2cc(=O)oc3cc(OCC(=O)N(C)C4CCS(=O)(=O)C4)ccc23)cc1 (centres undefined) | -7 | -2 | 2 | 2 | -3 | x | 2
CCCN(C)C[C@H]1OCCCC[C@@H](C)Oc2ccc(NS(=O)(=O)c3ccccc3)cc2C(=O)N([C@H](C)CO)C[C@H]1C | 1 | -4 | 0 | -8 | 14 | -0.1 | -4
C[C@@H]1CN([C@H](C)CO)S(=O)(=O)c2ccc(Br)cc2O[C@@H]1CN(C)Cc1ccc(C(=O)O)cc1 | 13&-3 | 3&8 | 0&-1 | 7&-8 | 3&11 | -0.1&0.1 | 2
O=[N+]([O-])c1cccc(/C([O-])=C(/C(=S)Nc2cccc3ccccc23)[n+]2ccccc2)c1 | -3 | -8 | -3 | x | -6 | 2.0 | x
CC(C)NC(=O)N(C)C[C@H]1Oc2cc(-c3cccnc3)ccc2S(=O)(=O)N([C@@H](C)CO)C[C@H]1C | 0 | -11 | -4 | 15 | -23 | -0.3 | -1
C[C@@H]1CN([C@@H](C)CO)C(=O)Cc2cc(NC(=O)c3ccncc3)ccc2O[C@@H]1CN(C)Cc1ccccc1 | -1 | -17 | 1 | 9 | 5 | -0.3 | 6
CC(C)(C)C(=O)Nc1ccc(C(=O)COC(=O)C2CC2)cc1 | -8 | 4 | -7 | -11 | -1 | 0.2 | 0
COc1ccc(-c2[nH]ncc2/C=N\NC(=O)c2ccc(C(C)(C)C)cc2)cc1OC | 5 | 6 | -4 | x | 0 | x | x
COc1cc2c(-c3cc(F)cc(F)c3)c(-c3ccsc3)oc(=O)c2cc1OC | u | -2 | x | -3 | -3 | 0.0 | 2
COc1cc(C(=O)NC2CCCc3ccccc32)cc(OC)c1C (centres undefined) | 10 | 1 | 0 | -6 | -10 | x | -1
Cc1cc(Cl)ccc1OCC(=O)NCC(c1cccs1)N1CCOCC1 (centres undefined) | 6 | 1 | -4 | x | -1 | -2.8 | x

An excerpt of these results, as labelled records.
canonical_smiles: C=C1c2nc3ccccc3n2C=C(c2ccc(C)cc2)N1c1ccccc1
  DENV2 CPE = -2 | ERp5 inh = 2 | SIRT5 block = 0 | Statin myotox sup = -9 | S100A4 MyoIIA = 3 | E-selectin induc = 5.3 | PglD DTNB = x

canonical_smiles: CN(C)CCNc1nc(S(=O)(=O)c2ccccc2)c(Cl)s1
  DENV2 CPE = 1 | ERp5 inh = 9 | SIRT5 block = -2 | Statin myotox sup = x | S100A4 MyoIIA = -4 | E-selectin induc = x | PglD DTNB = x

A portion of the library; count on the stated rates, not on these rows.
